High-throughput results as filed in PubChem.
SENP1 FRET inh: SENP1 (human) catalytic domain inhibition | Q9P0U3 | recombinant SENP1 catalytic domain, CyPet-SUMO1-YPet FRET cleavage | inhibition, % at 10 µM | 360,000 tested, 0.21% active;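 active = inhibition at least 30% at 10 µM, raw YFP signal under a set limit, fluorescence ratio 0.5 to 1.5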;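 also: 0% = enzyme with DMSO and 100% = no enzyme wells; some results filed as inactive read as strong as hits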
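material = recombinant human SENP1 catalytic domain, His6-tagged | quantity = 20 pM enzyme | reagent = 25 nM SUMO1 FRET substrate | compound dosing = 10 µM single point, 0.5% DMSO | timing = 50 min enzyme reaction, room temperature, light-protected | detection = FRET, CFP and YFP emission | control set = no-enzyme low, enzyme-DMSO high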
SENP6 block: inhibitors of human SENP6 protease; Recombinant SENP6 catalytic domain, aminoluciferin luminescence; inhibition, % at 10 µM; 330,000 tested, 1.8% active;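 active = inhibition above about 50% at the single tested dose, limit read from the data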;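 also: plate controls were DMSO wells with enzyme for no effect and DMSO wells lacking enzyme for full effect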
MPTP inh: permeability transition pore inhibition; isolated mouse mitochondria, Ca2+ swelling absorbance, 30 min; inhibition, % at 10 µM; 360,000 tested, 1.4% active; AID 602449;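 active = inhibition of 50% or more, scaled per plate between neutral and stimulator controls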;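 also: 0% = DMSO wells given calcium and 100% = 1 mM EGTA wells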
NR3A LBD binder: modulators (binders) of human NR3A ligand-binding domain; 340,000 tested, 2.5% active; Tm shift relative to glycine control, % at 25 µM; AID 1259313; NR3A LBD differential scanning fluorimetry, Tm shift; 0% = protein alone, 100% = glycine-bound protein;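 active = melting temperature shift of at least 10% of the positive control shift, at one fixed dose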
SENP8 inh: inhibitors of human SENP8 protease. Q96LD8. recombinant SENP8, Nedd8 substrate fluorescence. inhibition, % at 20 µM. 360,000 tested, 0.64% active. AID 602440; in the data active = inhibition mostly above about 40%, no sharp cut-off; inactive = mostly below about 27%
PfGluPho inh: PfG6PD (Plasmodium falciparum) enzyme inhibition; PfGluPho enzyme, NADPH resazurin-diaphorase fluorescence; inhibition, % at 20 µM; 350,000 tested, 0.78% active; AID 504690;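 active = inhibition reaching at least a set limit at 20 µM in the primary screen, cut at about 59% in these data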;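 also: 0% = DMSO wells with substrate and 100% = DMSO wells lacking glucose-6-phosphate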
ATG4B inh: blocks human ATG4B protease cleavage of LC3 substrate. Q9Y4P1. ATG4B cleavage of LC3-PLA2, NBD-HPC fluorescence, 1 h. inhibition, % at 8.33 µM. 340,000 tested, 0.51% active. AID 504462; in the data active = inhibition above about 40%
Target sequence (Q9Y4P1 whole entry, looked up): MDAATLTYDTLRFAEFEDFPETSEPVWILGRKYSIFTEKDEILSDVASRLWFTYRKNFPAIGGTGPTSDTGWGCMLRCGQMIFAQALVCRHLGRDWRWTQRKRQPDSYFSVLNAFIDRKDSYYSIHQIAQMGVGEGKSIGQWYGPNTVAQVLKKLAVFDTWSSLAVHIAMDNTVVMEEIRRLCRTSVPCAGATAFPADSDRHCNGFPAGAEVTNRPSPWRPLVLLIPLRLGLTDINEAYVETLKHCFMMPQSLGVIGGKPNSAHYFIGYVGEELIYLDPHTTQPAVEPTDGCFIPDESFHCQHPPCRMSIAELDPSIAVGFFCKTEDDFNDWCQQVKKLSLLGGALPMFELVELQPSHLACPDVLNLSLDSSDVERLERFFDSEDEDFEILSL
hIAP activ: human IAP activation; 330,000 tested, 0.16% active; activation factor at 10 µM; AID 2524; purified human IAP, CDP-Star luminescence, 30 min; stronger effect = higher value; 1 = vehicle-only enzyme, 0 = enzyme-free background;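 active = activation factor of the enzyme at least 2-fold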; also: the source names both 10 and 20 µM as test concentration; values of inactives mirror those of a sister screen read the other way
Target sequence (P09923 whole entry, looked up): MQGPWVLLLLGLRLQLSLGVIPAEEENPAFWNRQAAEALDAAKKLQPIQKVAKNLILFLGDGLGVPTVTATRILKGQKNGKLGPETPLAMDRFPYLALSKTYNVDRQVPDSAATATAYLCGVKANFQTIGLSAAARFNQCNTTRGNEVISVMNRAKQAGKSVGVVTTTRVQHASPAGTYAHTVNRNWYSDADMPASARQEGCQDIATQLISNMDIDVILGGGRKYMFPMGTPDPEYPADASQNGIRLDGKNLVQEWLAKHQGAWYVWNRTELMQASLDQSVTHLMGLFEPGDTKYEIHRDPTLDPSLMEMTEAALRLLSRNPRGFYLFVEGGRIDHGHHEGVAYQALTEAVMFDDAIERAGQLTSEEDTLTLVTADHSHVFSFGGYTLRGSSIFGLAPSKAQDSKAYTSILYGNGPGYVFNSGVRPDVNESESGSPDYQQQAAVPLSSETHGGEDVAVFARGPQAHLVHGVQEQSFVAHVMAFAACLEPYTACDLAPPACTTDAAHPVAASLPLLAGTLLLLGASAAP
Active calls of the source: *; / = not tested or not shown.

#	canonical_smiles	SENP1 FRET inh	SENP6 block	MPTP inh	NR3A LBD binder	SENP8 inh	PfGluPho inh	ATG4B inh	hIAP activ
1	Cc1nn(-c2ccccc2)nc1C(=O)Nc1ccc2[nH]ncc2c1	1	-25	0.7	9	2	14	-13	1
2	COC(=O)c1cc(-c2cccs2)nc2ccccc12	-13	13	0.0	1	-284	-4	4	0.81
3	CC(=O)c1cccc(NC(=O)c2noc3c2CCc2ccccc2-3)c1	2	-18	2.1	2	7	9	-7	1
4	FC(F)(F)c1ccc(Nc2nnnc3ccccc23)cc1	1	10	-0.7	1	-4	9	7	1
5	N#Cc1c(-c2cccnc2)cc(-c2ccccc2)nc1N	-15	-4	-1.5	-3	-429	-6	-3	0.92
6	Cc1ccc(C(=O)CSc2nnc(-c3ccccc3N)n2C)cc1	1	-12	0.7	1	6	4	-13	0.88
7	O=C(COc1ccccc1)Nc1ccccc1Oc1ccccc1	1	8	1.4	-1	12	-10	9	1
8	N/C(=N\OS(=O)(=O)c1ccc(Cl)cc1)c1ccccn1	-1	/	-1.8	-2	-20	6	-6	/
9	CC(NC(=O)/C(C#N)=C/c1cccs1)c1ccccc1 (configuration not stated)	1	1	-0.1	0	29	-2	-2	1.3
10	C=CCN(CC=C)S(=O)(=O)c1ncn[nH]1	0	1	-2.8	3	2	-3	-10	1
11	CN1CCN(Cc2nnc(-c3ccccc3)o2)CC1	0	-3	0.4	0	19	4	0	0.89
12	CN1CCN(C(=O)/C=C/c2cccc(Cl)c2)CC1	0	-2	1.3	2	3	2	-7	1
13	CCOc1ccc(N=C(NC#N)SCC)cc1	1	-5	1.3	-1	17	-12	0	0.92
14	Cc1ccc2c(c1)c1c(c(=O)n(-c3ccccc3C)c(=O)n1CC(=O)NCC1CCCO1)n2C (configuration not stated)	3	0	0.4	0	-288	-3	-5	1.1
15	CCOc1ccc(CCNC(=O)c2oc3c(c2C)-c2[nH]ncc2CC3)cc1OCC	0	2	-3.5	1	5	21	-10	0.92
16	Cc1ccc(S(=O)(=O)NC(CC(N)=O)C(=O)O)cc1 (configuration not stated)	-3	-8	-0.4	0	12	-7	14	0.94
17	N#C/C(=C(/O)c1ccc([N+](=O)[O-])o1)c1nc2ccccc2[nH]1	-36	66*	20	0	33	28	4	0.8
18	COc1ccc(C(CC(=O)O)NS(=O)(=O)c2ccc(C)cc2)cc1OC (configuration not stated)	2	-14	-0.4	-2	8	-7	3	0.79
19	FC(F)(F)c1ccncc1-c1nnc(C2CCCCC2)o1	1	-17	0.7	0	15	-1	-8	0.9
20	COc1ccc(CNC(=O)C2CCCN(S(=O)(=O)c3ccc(Br)s3)C2)cc1 (configuration not stated)	4	-24	0.0	1	8	-13	-18	0.93
21	COC(=O)c1cn(NC(=O)Cc2ccc(OC)c(OC)c2)c(=O)c2ccccc12	-4	-2	-0.4	0	-14	-26	7	1.1
22	Cc1nn(C(C)C(=O)N/N=C/c2ccc(N(C)C)cc2)c(C)c1[N+](=O)[O-] (configuration not stated)	1	-21	3.1	-4	27	-12	3	0.88
23	CN(C(=O)c1ccc(S(=O)(=O)N2CCCC2)cc1)C1CCS(=O)(=O)C1 (configuration not stated)	1	-17	-1.8	0	29	-10	3	1
24	Cc1c(CCC(=O)NCCCN2CCCC2=O)c(=O)oc2c(C)c(O)ccc12	-21	8	7.3	1	-133	15	-2	0.94
25	O=C(Cc1c(F)cccc1Cl)Nc1cc(S(=O)(=O)N2CCOCC2)ccc1N1CCOCC1	1	-7	-2.0	2	12	7	-13	0.89
26	CCOC(=O)c1nnc2cc(-c3ccccc3)nn2c1C	0	-5	-0.2	0	-2	11	-1	1
27	COc1cc2c(cc1OC)C(c1cc(OC)c(OC)cc1[N+](=O)[O-])N(C(C)=O)CC2 (configuration not stated)	1	-19	0.8	3	13	19	2	0.94
28	COc1cc(-c2cc(C(=O)OCC(=O)NC3CC3)c3ccccc3n2)cc(OC)c1OC	7	0	-0.4	-1	-83	10	-10	1.2
29	Cc1ccc(S(=O)(=O)NCCCNC(=O)OCc2ccccc2)cc1	1	/	-1.0	1	3	13	-1	/
30	Cc1nn(-c2ccccc2)c(C)c1NC(=O)COc1ccc2ccccc2c1	3	-17	26	-1	0	-16	4	1.3

The list goes on, starting with the last two of the part before.
#	canonical_smiles	SENP1 FRET inh	SENP6 block	MPTP inh	NR3A LBD binder	SENP8 inh	PfGluPho inh	ATG4B inh	hIAP activ
29	Cc1ccc(S(=O)(=O)NCCCNC(=O)OCc2ccccc2)cc1	1	/	-1.0	1	3	13	-1	/
30	Cc1nn(-c2ccccc2)c(C)c1NC(=O)COc1ccc2ccccc2c1	3	-17	26	-1	0	-16	4	1.3
31	CCCCN1C(N)=NC[C@@H]1C(C)O (some centres not stated)	3	-8	-0.7	-1	16	-3	-5	0.95
32	O=C(NCCc1ccccn1)c1c(-c2ccsc2)sc2ccccc12	-5	-16	1.3	-1	-2	35	1	1.1
33	CC(C)N1C(=O)CN(C2CCCCCC2)C(=O)C1c1ccccc1F (configuration not stated)	-1	-12	1.1	0	10	7	2	0.86
34	O=C(CCn1nnnc1CN1CCOCC1)N1CCC(c2cccc(Cl)c2)C1 (configuration not stated)	0	1	-0.2	-1	10	6	10	0.97
35	Cc1cccc(C(=O)OCC(=O)Nc2c(C)n(C)n(-c3ccccc3)c2=O)c1	0	1	-1.2	0	2	-20	3	0.91
36	Cc1ccc(-n2c(=O)cc(N3CCc4ccccc4C3)[nH]c2=O)cc1	-57	-2	-1.1	1	10	-22	9	0.84
37	COc1cccc(NC(=O)Cn2nnc(C(=O)NCc3cccs3)c2N)c1	1	11	-1.7	0	6	-7	-2	1.1
38	Cc1nc(C)c(C(=O)N2CCCC(C(=O)c3cc(F)ccc3F)C2)s1 (configuration not stated)	0	0	0.0	2	3	2	10	1
39	COc1ccc(Oc2ccc(NC(=O)c3ccccc3C)cc2)cc1	1	-17	7.8	17*	11	38	14	1.1
40	CCC(C)(C)n1nnnc1C(c1cc2cc(OC)ccc2[nH]c1=O)N1CCc2ccccc21 (configuration not stated)	7	0	1.6	-7	-250	9	3	0.73
41	Cc1oc(-c2ccc(Cl)cc2)nc1CS(=O)CC(=O)NCCCN1CCN(Cc2ccccc2)CC1 (configuration not stated)	-2	11	63*	-3	12	-3	-3	0.84
42	COc1ccc(NC(=O)c2ccccc2NC(=O)c2ccco2)cc1	2	22	0.1	2	12	5	-4	0.94
43	O=C(NCc1ccccc1)c1ccc(N2CCC3(CC2)CC(c2ccc(Cl)cc2)=NO3)c([N+](=O)[O-])c1	-1	-3	0.6	-3	16	4	6	1
44	COc1cc(CC(NC(C)=O)C(=O)NC2CCN(C(=O)c3cc(OC)c(OC)c(OC)c3)CC2)cc(OC)c1 (configuration not stated)	3	1	-0.3	-1	18	0	1	1.2
45	O=S(=O)(Nc1nc(-c2ccccc2)cs1)c1cc(Cl)ccc1Cl	1	5	28	4	16	-25	8	1.2
46	Cc1scc(C(=O)N/N=C/c2ccc(Cl)s2)c1C	2	7	0.6	4	17	-4	6	0.94
47	COC(=O)C1=C(C)Nc2nc(-c3ccccc3)nn2C1c1ccc(C)o1 (configuration not stated)	-2	-6	0.4	-1	-2	1	-6	1.4
48	O=c1c2ccccc2nnn1CSc1ccccc1	2	87*	4.7	-5	27	7	-7	0.87
49	CN(C1CCCCC1)S(=O)(=O)c1ccc(=S)[nH]c1	2	-4	-3.7	0	8	61*	-1	1.1
50	Cc1cc(NC(=O)CSc2nnc(Cn3c(=O)sc4ccccc43)n2-c2ccccc2C)no1	2	-12	-0.6	-1	19	-7	-1	0.92
51	O=C(NCc1ccccn1)[C@@H]1C[C@H]1[C@@H](NP(=O)(c1ccccc1)c1ccccc1)c1ccccc1	2	1	1.3	-4	-2	-17	-1	1.2
52	COc1cc(C(=O)N[C@H](C(=O)Nc2nnc(C3CC3)s2)C(C)C)cc(OC)c1OC	1	3	-0.1	-1	6	6	8	1.2
53	CC(=O)c1sc(NC(=O)CCc2ccccc2)nc1C	2	/	1.0	/	10	3	/	/
54	COc1cc(NC(=O)c2ccc(COc3ccccc3Br)o2)cc(OC)c1OC	-1	-12	3.2	-6	8	16	-2	1.1
55	COc1ccccc1C(=O)OCC(=O)Nc1ccc(OC(F)F)cc1	3	-14	2.2	-7	22	3	-8	1.1
56	Cc1onc(-c2ccccc2)c1C(=O)NNC(=S)NC(=O)/C=C/c1ccccc1	3	-2	93*	-8	7	-46	-5	0.87
57	CCCn1cc(CN2CCC(Oc3ccc(C(=O)N4CCCC4)cc3)CC2)c(C)n1	-6	5	-0.1	1	2	-1	29	1
58	C/C=C(\C)C(=O)Nc1cccc(C2=NOC3(C2)C[C@@H](C(N)=O)N(C(=O)c2cc([N+](=O)[O-])cc([N+](=O)[O-])c2C)C3)c1 (some centres not stated)	1	0	-0.6	-6	0	7	-2	0.92
59	CC(=O)Nc1ccc(S(=O)(=O)c2ccnc3cc(Cl)ccc23)cc1	0	/	1.2	/	-11	-7	/	/
60	Cn1c(=O)c(C(=O)Nc2ncccc2O)c(O)c2ccccc21	0	-16	74*	-1	2	-6	-13	1.1
61	O=C(O)C1CC=CCC1C(=O)Nc1ccc(F)c(F)c1 (configuration not stated)	1	-8	-1.0	-1	13	-3	-2	0.76
62	O=C(O)C1CC(=O)N(CCc2ccc(F)cc2)C1 (configuration not stated)	0	-12	-0.2	-1	14	-3	4	0.81
63	Cn1c(C(=O)N2CCCC(C(=O)NCc3cccs3)C2)cc2sccc21 (configuration not stated)	1	-6	0.2	0	16	0	-7	0.62
64	CC(C)c1ccc(NC(=O)c2ccc(NC3=NC4CS(=O)(=O)CC4S3)cc2)cc1 (configuration not stated)	2	-10	-2.4	16*	18	7	-20	0.88
65	COc1cccc(C(=O)Nn2c(-c3cccs3)nc3ccccc3c2=O)c1OC	-2	-10	2.1	-4	-11	-14	-11	1.3
66	CC(=O)Nc1cc2c3c(c1)CCN3C(=O)CC2	1	-4	2.1	1	0	5	-3	1
67	Cc1ccc2nc(N(CCCN(C)C)C(=O)c3cc4ccccc4oc3=O)sc2c1	1	0	-1.6	-1	0	-6	-3	0.94
68	Cc1cccc(NC(=O)c2ccc(C(=O)c3ccccc3)cc2)n1	1	40	-3.0	-1	21	13	10	0.98
69	COc1ccc(NS(=O)(=O)c2ccc(N)c(C(=O)O)c2)cc1	0	-25	-1.8	0	-5	-14	-2	0.94
70	Cc1nc(NC(=O)COC(=O)C(C)NC(=O)c2ccccc2)c(Cl)cc1Cl (configuration not stated)	2	-15	0.5	0	-4	-2	0	1
71	CCOC(=O)Cc1csc(NC(=O)Nc2ccc(OC(F)(F)F)cc2)n1	1	-25	84*	-11	8	13	-7	1.1
72	COC(=O)CC(NC(=O)Nc1ccc(C)cc1)c1cccc([N+](=O)[O-])c1 (configuration not stated)	-1	-5	-0.2	-6	10	-8	-3	0.98
73	CN1CCN(CCCNC(=O)Nc2cccc3ccccc23)CC1	2	3	-1.0	0	-98	-17	7	1.1
74	CC(C)C(=O)NC(=S)/C=C1/N(C)c2ccccc2C1(C)C	-19	-3	0.8	2	-30	13	4	0.89
75	O=C(C1CCCN(S(=O)(=O)c2ccc([N+](=O)[O-])cc2)C1)N1CCCCC1 (configuration not stated)	-2	0	-1.5	-1	1	10	5	0.9

Complete entries, looked up by structure. Order of screens: SENP1 FRET inh | SENP6 block | MPTP inh | NR3A LBD binder | SENP8 inh | PfGluPho inh | ATG4B inh | hIAP activ
`COc1cccc(C(=O)Nn2c(-c3cccs3)nc3ccccc3c2=O)c1OC` in the list: -2 | -10 | 2.1 | -4 | -11 | -14 | -11 | 1.3
`CC(=O)Nc1cc2c3c(c1)CCN3C(=O)CC2` in the list: 1 | -4 | 2.1 | 1 | 0 | 5 | -3 | 1
`Cc1nc(NC(=O)COC(=O)C(C)NC(=O)c2ccccc2)c(Cl)cc1Cl` (configuration not stated) in the list: 2 | -15 | 0.5 | 0 | -4 | -2 | 0 | 1
